Screening results: PubChem, National Center for Advancing Translational Sciences (NCATS)
Tau ThT inhib: qHTS for Inhibitors of Tau Fibril Formation, Thioflavin T Binding; recombinant tau K18 P301L, heparin-induced fibrillization, ThT fluorescence; Potency, µM (top dose mostly 57.4 µM), for inactives: at the top dose activity, negative = inhibition, most hits filed as inhibitors; hit rate 2.1% among 270,000; also: % is scaled to controls: 0 for no effect and ±100 for the full control effect; nearly all actives have a fitted effect of over 55% in size
Target sequence (P10636 561-689 P618L limits assumed): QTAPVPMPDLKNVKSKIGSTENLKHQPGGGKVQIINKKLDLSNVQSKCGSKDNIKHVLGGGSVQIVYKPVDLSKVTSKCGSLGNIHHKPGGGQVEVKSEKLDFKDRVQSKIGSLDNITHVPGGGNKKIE
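Tau K18 P301L fragment (15 uM unlabeled plus 0.24 uM Alexa 594-labeled) in 100 mM sodium acetate pH 7 with compound, fibrillization induced by 20 uM heparin for 6 hr at 37 C. Thioflavin T (30 uM) added, fluorescence read after 1 hr (ex 450, em 510 nm).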
SMN2 splice enh: qHTS Assay for Enhancers of SMN2 Splice Variant Expression | Potency, µM (doses to about 46.1 µM), without a hit: top-dose activity change, positive = activation, hits mostly activators | HEK293 SMN2-luciferase splicing reporter, luminescence, 30-36 h | hit rate 2.8% among 210,000 | AID 1458, 2008; also: % of control where 0% means no effect; nearly all actives have a fitted effect of over 55% in size
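HEK293 cells carry an SMN2 minigene-luciferase reporter in which exon 7 inclusion puts luciferase in frame. Cells were seeded at 2000 cells/well, attached for 10-12 hours, then exposed to compounds for 30-36 hours at 37C before ONE-Glo luminescence.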
Tau fluor counter: Counterscreen qHTS for Inhibitors of Tau Fibril Formation, Fluorescence Polarization. tau K18 P301L (four-repeat tau fragment) Alexa594 fluorescence, heparin fibrillization. Potency, µM (titrated, usually from 57.7 µM), for inactives: at the highest dose activity change, negative = decrease. hit rate 0.93% among 280,000. AID 1463, 2008; also: % is scaled to controls: 0 for no effect and ±100 for the full control effect; nearly all actives have a fitted effect of over 55% in size
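Human K18 P301L tau (15 uM unlabeled plus 0.24 uM Alexa 594-labeled, final) in 100 mM sodium acetate pH 7 was mixed with compound and 20 uM heparin and incubated 6 hr at 37 C.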
Tau fibril FP: qHTS for Inhibitors of Tau Fibril Formation, Fluorescence Polarization; Potency, µM (series often up to 57.7 µM), for inactives: at the highest dose activity, negative = inhibition, actives largely listed as inhibitors; Microtubule-associated protein tau (Homo sapiens), P10636; hit rate 0.39% among 280,000; K18 P301L tau heparin fibrillization, Alexa594 FP, 6 h; AID 1468, 2008; also: % is scaled to controls: 0 for no effect and ±100 for the full control effect; nearly all actives have a fitted effect of over 55% in size
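Quantitative HTS format: compounds meet 15 uM recombinant K18 P301L tau and Alexa 594-tau tracer in 100 mM sodium acetate pH 7; 20 uM heparin triggers fibrillization at 37 C over 6 hr; FP gives the signal.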
HTT ATP protect: qHTS Multiplex Assay to Identify Dual Action Probes in a Cell Model of Huntington: Cytoprotection (ATP) | PC12 HTT-Q103 induced, cytoprotection, ATP luminescence, 40 h | Potency, µM (highest dose often 56.4 µM), for the others: cytoprotection (ATP increase), actives largely listed as activators | hit rate 0.14% among 230,000;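 also: % of control where 0% means no effect; nearly all actives have a fitted effect of over 45% in size; toxic huntingtin expression switched on by the ecdysone agonist tebufenozide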
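Compounds added alongside 100 nM tebufenozide, which induces toxic Q103 huntingtin exon 1-GFP in stable PC12 cells; surviving cells quantified by luminescent ATP measurement. Medium: phenol red-free DMEM, 5% equine and 5% calf serum.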
HttQ103 aggreg: qHTS Multiplex Assay to Identify Dual Action Probes in a Cell Model of Huntington: Aggregate Formation (GFP); PC12 HttQ103-GFP aggregates, Acumen cytometry, 40 h; Potency, µM (titrated, usually from 46.1 µM), without a hit: at the top dose activity change, negative = inhibition, most hits filed as inhibitors; hit rate 1.1% among 220,000; AID 1688, 2009; also: % is scaled to controls: 0 for no effect and ±100 for the full control effect; nearly all actives have a fitted effect of over 60% in size
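Quantitative HTS on tebufenozide-induced (100 nM) PC12 cells stably expressing polyQ103 Huntingtin exon 1–GFP. Reduction of bright GFP aggregates, detected by laser scanning cytometry after lysis, identified actives across the titration.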
JMJD2E inh: qHTS Assay for Inhibitors of Human Jumonji Domain Containing 2E (JMJD2E) | Potency, µM (series often up to 57.1 µM), for the others: at the top dose activity change, negative = inhibition, actives largely listed as inhibitors | hit rate 1.6% among 230,000 | JMJD2E catalytic domain, FDH-coupled NADH fluorescence (FDH is formaldehyde dehydrogenase); active = well fitted inhibition curve with a large enough effect, not every such curve was filed as active; inconclusive = small, poorly fitted or top-dose-only effect, or another doubt; inactive = no such curve, though single readings can be large or run the other way;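 also: 0% = wells with enzyme and -100% = buffer wells without enzyme; nearly all actives have a fitted effect of over 50% in size; many of its hits are not listed in these tables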
Target sequence (B2RXH2 1-337 limits assumed): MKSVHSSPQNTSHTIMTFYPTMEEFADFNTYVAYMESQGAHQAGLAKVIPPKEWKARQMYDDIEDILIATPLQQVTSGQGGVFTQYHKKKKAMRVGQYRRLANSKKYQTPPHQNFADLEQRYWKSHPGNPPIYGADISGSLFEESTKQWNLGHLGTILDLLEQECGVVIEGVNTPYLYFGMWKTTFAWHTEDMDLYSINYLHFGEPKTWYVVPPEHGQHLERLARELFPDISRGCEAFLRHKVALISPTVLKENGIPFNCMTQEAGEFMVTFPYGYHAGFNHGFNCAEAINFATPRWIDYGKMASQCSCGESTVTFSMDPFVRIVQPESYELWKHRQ
ALDH1A1 block: qHTS Assay for Inhibitors of Aldehyde Dehydrogenase 1 (ALDH1A1); Purified ALDH1A1, NADH fluorescence, propionaldehyde substrate; AID 1030, 2008; hit rate 7.3% among 220,000; Aldehyde dehydrogenase 1A1 (Homo sapiens), P00352; Potency, µM (titrated, usually from 75.3 µM), for the others: at the top dose activity, negative = inhibition, hits mostly inhibitors; active = well fitted inhibition curve with a large enough effect, not every such curve was filed as active; inconclusive = small, poorly fitted or top-dose-only effect, or another doubt; inactive = no such curve, though single readings can be large or run the other way;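 also: plate controls were no enzyme wells and a reference inhibitor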
Target sequence (P00352 whole entry, looked up): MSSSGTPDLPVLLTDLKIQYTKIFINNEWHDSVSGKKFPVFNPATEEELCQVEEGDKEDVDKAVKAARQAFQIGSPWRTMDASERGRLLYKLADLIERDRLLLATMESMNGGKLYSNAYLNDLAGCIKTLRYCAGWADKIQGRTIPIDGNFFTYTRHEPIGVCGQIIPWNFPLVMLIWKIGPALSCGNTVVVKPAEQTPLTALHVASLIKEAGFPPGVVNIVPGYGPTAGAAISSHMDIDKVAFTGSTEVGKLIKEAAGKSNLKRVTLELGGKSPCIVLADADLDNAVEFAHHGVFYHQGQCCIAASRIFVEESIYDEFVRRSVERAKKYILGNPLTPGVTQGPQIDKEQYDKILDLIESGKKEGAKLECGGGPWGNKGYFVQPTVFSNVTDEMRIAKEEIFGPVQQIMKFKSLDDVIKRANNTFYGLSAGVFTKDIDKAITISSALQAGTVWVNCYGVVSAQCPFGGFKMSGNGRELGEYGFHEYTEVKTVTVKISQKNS
An asterisk follows results filed as active; ? = inconclusive; · = not tested or not shown; & = joins results of further samples; [ ] = dose if it differs, or a comment. Unless noted, calls follow the shape of the dose curve; as a rule, active = well fitted curve in the direction sought with a large enough effect; inconclusive = small, poorly fitted or top-dose-only effect, or another doubt; inactive = no such curve, though single readings can be large; an effect the other way counts as inactive or inconclusive. Potency is read from the fitted curve at half-maximal effect.

SMILES	Tau ThT inhib	SMN2 splice enh	Tau fluor counter	Tau fibril FP	HTT ATP protect	HttQ103 aggreg	JMJD2E inh	ALDH1A1 block
Cc1ccc(SCC(=O)c2sc(-c3ccccc3)nc2C)cc1	?	8%	-24%	-10%	14%[10 µM]	29%	-3%	-4%
CCCCCn1c(CN2CCN(C)CC2)nc2c1c(=O)n(C)c(=O)n2C	-8%	-2%	-6%	-1%	-13%	?	-3%	3%
CC(C)NS(=O)(=O)c1ccc(CCC(=O)NCc2ccncc2)cc1	-5%	·	6%[2.34 µM]	-5%	-34%[10 µM]	-8%[9.22 µM]	2%	-1%
O=C(O)CCSc1nnc(-c2ccncc2)n1-c1ccccc1	1%	0%	2%	0%	11%	-3%	2%	9%
CCOC(=O)c1nnn(-c2nc(OC)nc(N(C)C)n2)c1-c1ccccc1	-8%	-11%	-4%	-3%	8%	14%	4%	6%
CCOC(=O)c1cn2nc(Oc3ccc(C(=O)OC)cc3)ccc2n1	-3%	·	5%	8%	35%[10 µM]	3%[9.22 µM]	?	·
CN(Cc1ccccc1)C(=O)COC(=O)c1ccc2ccccc2n1	-2%	5%	-5%	-2%	13%	-3%	?	-11%
Cc1ccc(NC(=O)Cn2c(=O)n(CC(=O)NCCc3ccccc3)c(=O)c3ccccc32)cc1C	20%	1%	-10%	-13%	·	·	·	·
O=S(=O)(c1ccc(Cl)c2ccccc12)N1CCCC1	-7%	·	6%[2.34 µM]	1%	21%[10 µM]	23%[9.22 µM]	-6%	0%
COc1ccc(OC)c(-c2nnc(NC(=O)C(C)Sc3nncn3C)s2)c1 (stereo unspecified)	-4%	-13%	-1%	1%	-10%	-20%	?	?
CS(=O)(=O)NN1C(=O)c2ccccc2NC1c1ccccc1 (stereo unspecified)	-3%	·	-3%	-1%	-30%	19%	?	?
Cc1onc(-c2ccccc2Cl)c1C(=O)NCc1ccc(N2CCCC2=O)cc1	-6%	16%	-3%	0%	-12%[0.074 µM]	0%	2%	-7%
COc1ccccc1/C=C\C=N\n1c(C2CCCCC2)n[nH]c1=S	?	-7%	-24%	-1%	-49%[inhibitor][10 µM]	?	?	?
COc1cc(Br)cc(C=Nc2cccc(C(F)(F)F)c2)c1O	14µM*	-14%	-4%	-1%	15%[10 µM]	-2%	7%	11%
CCNC(=S)Nc1cc(OCC)c(NC(=O)c2ccco2)cc1OCC	8%	8%	-1%	1%	-25%[1.9 µM]	5%	5%	?
COc1ccc([N+](=O)[O-])cc1NC(=O)CC(C)c1ccccc1 (stereo unspecified)	-8%	-21%	-18%	-7%	-26%	1%	7%	-4%
CC(C)C(NC(=O)OCc1ccccc1)C(=O)NCC(=O)OC(C)(C)C (stereo unspecified)	1%	-19%	-1%	7%	-10%	4%	5%	-3%
CCOC(=O)c1sc2ncnc(N3CCN(CC)CC3)c2c1C	-8%	-17%	-3%	6%	-45%[inhibitor]	2%	?	-6%
CNC(=O)n1cc(C)c(-c2cccs2)n1	-16%	·	-17%	-8%	11%[10 µM]	-7%[9.22 µM]	-11%	·
COc1ccc(C(=O)c2ccc(OC)c3cccc(O)c23)cc1OC	?	-11%	?	-14%	-8%	23%	-15%	?
CCCCn1cc(S(=O)(=O)c2ccc(OCC)cc2)c(=O)c2cc(OC)c(OC)cc21	-11%	8%	-14%	-1%	·	·	·	·
CC(=O)NCCc1nc2ccccc2n1CCCCOc1ccc(Cl)cc1	-4%	-44%[inhibitor]	-5%	11%	·	·	·	·
CC(=O)N1CCN(C)CC1	-10%&-5%	8%	-14%&0%	-3%&-2%	0%	·	4%	-7%&9%
Cc1ccc(NC(=S)N=Nc2c(O)n(C)c3ccc(S(=O)(=O)N4CCOCC4)cc23)cc1	-8%	-33%[inhibitor]	?	?	-16%[10 µM]	-30%	3%	-2%
O=S(=O)(c1ccc(N2CCCCCC2)nc1)N1CCCC1	3%	8%	1%	0%	·	9%	-1%	10%
SMILES	Tau ThT inhib	SMN2 splice enh	Tau fluor counter	Tau fibril FP	HTT ATP protect	HttQ103 aggreg	JMJD2E inh	ALDH1A1 block
COc1cccc(N2C(=O)CC(N3CCc4ccccc43)C2=O)c1 (stereo unspecified)	-23%	9%	-16%	-11%	5%[10 µM]	-8%	-6%	1%
Cc1ccccc1NC(=O)N1c2ccccc2CC1C (stereo unspecified)	-2%	20%	0%	1%	-17%	8%	1%	15%
Cc1ccc(-n2c(SCC(=O)N3CCOCC3)nnc2-c2ccncc2)cc1	-1%	-13%	3%	-3%	4%[0.074 µM]	?	-3%	6%
Cc1ccc(C(=O)Nc2ccc(C(=O)O)cc2)cc1S(=O)(=O)N1CCC(C)CC1	-6%	-10%	-7%	-1%	·	·	·	·
CCOC(=O)C1CSC(CC(=O)Nc2ccc(Cl)c(Cl)c2)C(=O)N1 (stereo unspecified)	-3%	7%	-19%	-8%	-28%	-9%	2%	2%
Cn1c(=O)c2c(O)c(Cc3ccccc3)c(=O)n(C)c2n(C)c1=O	6%	·	1%	2%	-7%[10 µM]	24%[9.22 µM]	-5%	·
Nn1c(SCc2cccc(Cl)c2)nnc1-c1ccncc1	-8%	·	-6%	0%	20%[10 µM]	11%[9.22 µM]	-11%	·
O=C(CCS(=O)(=O)c1cccc2nonc12)N1CCOCC1	8%	22%	9%	5%	8%	4%	-1%	?
CN(C)c1ccc(C2C3C(=O)NC(=O)C3ON2c2ccc(Cl)cc2)cc1 (stereo unspecified)	-19%	-5%	-20%	8%	0%	18%	-26%	25µM*
COc1cc(/C=C(\C#N)C(=O)NCC2CCCO2)ccc1O (stereo unspecified)	-15%&-1%	11%&-1%	-3%&8%	-2%&5%	-8%[10 µM]	-2%	-10%	?
O=C(NC(=O)c1ccccc1O)c1ccc2c(c1)CCO2	·	·	-16%	-2%	-57%[inhibitor][10 µM]	-10%[9.22 µM]	3%	·
Cc1cccc(Nc2nc(N)c(C#N)c(CC#N)c2C#N)c1	-5%	1%	-5%	1%	?	-10%	-2%	7%
Cn1nc(C(=O)Nc2ccc3c(c2)OCCO3)cc1C(=O)O	-9%	-1%	1%	10%	·	·	?	-1%
O=c1ccn(Cc2ccccc2)c2ccccc12	2%	·	3%	-4%	-8%[10 µM]	10%[9.22 µM]	3%	·
Cc1ccc(Cl)cc1N1CCN(C(=O)c2cn(C)c3ccc(S(=O)(=O)N(C)C4CCCCC4)cc3c2=O)CC1	-2%	?	-1%	-4%	·	·	·	·
CC(=O)Nc1ccc2nc(-c3ccccn3)[nH]c2c1	0%	11µM*	4%	6%	-82%[inhibitor]	-4%	?	?
COCc1nc(-c2ccc(-c3ccc(OC)cc3)nc2OC)no1	?	19%	-21%	-9%	-29%	28%	?	?
CC1C(=O)NN=C1C(=O)N/N=C\C(Br)=C\c1ccccc1 (stereo unspecified)	1%	22µM*	-1%	7%	-65%[inhibitor][10 µM]	?	0%	5%
O=C(NCc1ccco1)C1CCCN(S(=O)(=O)c2cnc[nH]2)C1 (stereo unspecified)	-5%	7%	-7%	-15%	5%	-3%	-5%	-5%
O=C(COC(=O)c1ccccc1-c1nc2ccccc2s1)Nc1ccccc1C(F)(F)F	-13%	·	-30%	-8%	21%[10 µM]	3%	?	12%
O=C(C(c1ccccc1)c1ccccc1)N(Cc1ccco1)C1CCS(=O)(=O)C1 (stereo unspecified)	-3%	-24%	0%	2%	-15%	18%	6%	1%
CC1CCCN(CC(O)COCc2ccccc2)C1 (stereo unspecified)	-1%	8%	-6%	-13%	-8%	13%	8%	-3%
COC(=O)[C@@H](NC(=O)Nc1cc(Cl)ccc1C)C(C)C	4%	4%	2%	6%	0%	9%	-3%	?
OC(COCC1CC=CCC1)Cn1cnc2ccccc21 (stereo unspecified)	-6%	-20%	-5%	3%	-4%[10 µM]	-28%	4%	?
CCN1CCN(c2c(/C=C3\SC(=S)N(Cc4ccco4)C3=O)c(C)c(C#N)c(=O)n2C)CC1	·	·	?	-17%	11%[10 µM]	20%[9.22 µM]	13µM*	·

Two records drawn at random from the list so far:
SMILES	Tau ThT inhib	SMN2 splice enh	Tau fluor counter	Tau fibril FP	HTT ATP protect	HttQ103 aggreg	JMJD2E inh	ALDH1A1 block
Cc1onc(-c2ccccc2Cl)c1C(=O)NCc1ccc(N2CCCC2=O)cc1	-6%	16%	-3%	0%	-12%[0.074 µM]	0%	2%	-7%
COCc1nc(-c2ccc(-c3ccc(OC)cc3)nc2OC)no1	?	19%	-21%	-9%	-29%	28%	?	?

Other results:
SMILES	Tau ThT inhib	SMN2 splice enh	Tau fluor counter	Tau fibril FP	HTT ATP protect	HttQ103 aggreg	JMJD2E inh	ALDH1A1 block
Cc1cccc2sc(NNC(=O)C3COc4ccccc4O3)nc12 (stereo unspecified)	?	-2%	-26%	-4%	·	1%	?	-4%
Cc1ccc(/C=N/NC(=O)CNC(=O)c2ccc(S(=O)(=O)N(C)C)cc2)o1	-2%	-2%	-3%	3%	-30%	-7%	1%	-7%
COC(=O)c1nnn(-c2nonc2N)c1CSc1nc2ccccc2s1	-11%	-6%	-13%	-3%	1%	-7%	0%	?
COc1ccc(OC)c(N2C(=O)CC(Cc3ccc(C)cc3)C2=O)c1 (stereo unspecified)	2%	-33%[inhibitor]	0%	3%	-14%[10 µM]	24%	-2%	?
CCN(C(=O)Nc1ccccc1)c1ccccc1	2%	-10%	3%	3%	·	-15%	2%	6%
CCOc1cccc(C(=O)Nc2ccc3oc(-c4ccc(C(C)(C)C)cc4)nc3c2)c1	?	-7%	-23%	?	·	·	·	·
N#CCCN1CCN(C2=NC(=O)C(=C3CCCCC3)S2)CC1	-7%	18%	3%	2%	0%[10 µM]	5%	-2%	1.3µM*
CC(C)(C)c1nc(Sc2ncccc2[N+](=O)[O-])n[nH]1	-10%	·	-10%	-6%	-6%[10 µM]	-8%[9.22 µM]	-1%	0%

These rows are one share of the data, so the mix of outcomes need not match the whole.
